ANO1 activ – TMEM16A chloride channel activators or potentiators, primary screen, cell-based, HTS | B-score at 10 µM | hit rate 0.3% among 340,000 | Anoctamin-1 (Mus musculus), Q8BHY3 | HEK293 TMEM16A/YFP-H148Q/I152L, iodide quench fluorescence; stronger effect = lower value;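 active = fluorescence-ratio B-score plate-corrected deviation score at least 3 library SD below zero, with starting fluorescence score within 5 deviations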;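 also: channel opened by trigger with iodide after compound preincubation; score built on the fluorescence ratio of max minus min over baseline; more negative score means more quench and so TMEM16A activation or potentiation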
MrgX1 ag – agonists of human MrgX1 receptor, primary screen, HEK293 cells, Fluo-4 calcium flux. Mas-related G-protein coupled receptor member X1 (Homo sapiens), Q96LB2. Fluo-4 calcium fluorescence, agonist mode; stronger effect = higher value. B-score at 10 µM. hit rate 0.44% among 310,000. AID 588627, 2011;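 active = calcium response B-score plate-corrected fluorescence ratio at least 3 library SD, with starting fluorescence B-score inside 5 SD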
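Assay system: stable human MrgX1 HEK293 cell line. Quantity: 15,000 cells per well. Schedule: cells plated overnight, dye loaded 0.5 h 37 °C, 0.5 h room temperature. Detection: Fluo-4 NW calcium-flux fluorescence, kinetic read. Read-out basis: peak-minus-minimum fluorescence over baseline, converted to B scores. Control set: positive and negative control wells on each plate.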
TRPC6 inhibitor – mouse TRPC6 channel inhibitors, primary screen, cell-based, HEK293, membrane potential dye; hit rate 1.1% among 310,000; ACh-evoked depolarization; stronger effect = lower value; AID 2553, 2010; B-score at 10 µM; Short transient receptor potential channel 6 (Mus musculus), Q61143;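 active = B-score under library mean minus 3 SD, initial fluorescence not abnormally high, positive integrated signal ratio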;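 also: B-score derived from integrated fluorescence ratio over the kinetic read; more negative B-score means stronger inhibition of depolarization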
Target sequence (Q61143 whole entry, looked up): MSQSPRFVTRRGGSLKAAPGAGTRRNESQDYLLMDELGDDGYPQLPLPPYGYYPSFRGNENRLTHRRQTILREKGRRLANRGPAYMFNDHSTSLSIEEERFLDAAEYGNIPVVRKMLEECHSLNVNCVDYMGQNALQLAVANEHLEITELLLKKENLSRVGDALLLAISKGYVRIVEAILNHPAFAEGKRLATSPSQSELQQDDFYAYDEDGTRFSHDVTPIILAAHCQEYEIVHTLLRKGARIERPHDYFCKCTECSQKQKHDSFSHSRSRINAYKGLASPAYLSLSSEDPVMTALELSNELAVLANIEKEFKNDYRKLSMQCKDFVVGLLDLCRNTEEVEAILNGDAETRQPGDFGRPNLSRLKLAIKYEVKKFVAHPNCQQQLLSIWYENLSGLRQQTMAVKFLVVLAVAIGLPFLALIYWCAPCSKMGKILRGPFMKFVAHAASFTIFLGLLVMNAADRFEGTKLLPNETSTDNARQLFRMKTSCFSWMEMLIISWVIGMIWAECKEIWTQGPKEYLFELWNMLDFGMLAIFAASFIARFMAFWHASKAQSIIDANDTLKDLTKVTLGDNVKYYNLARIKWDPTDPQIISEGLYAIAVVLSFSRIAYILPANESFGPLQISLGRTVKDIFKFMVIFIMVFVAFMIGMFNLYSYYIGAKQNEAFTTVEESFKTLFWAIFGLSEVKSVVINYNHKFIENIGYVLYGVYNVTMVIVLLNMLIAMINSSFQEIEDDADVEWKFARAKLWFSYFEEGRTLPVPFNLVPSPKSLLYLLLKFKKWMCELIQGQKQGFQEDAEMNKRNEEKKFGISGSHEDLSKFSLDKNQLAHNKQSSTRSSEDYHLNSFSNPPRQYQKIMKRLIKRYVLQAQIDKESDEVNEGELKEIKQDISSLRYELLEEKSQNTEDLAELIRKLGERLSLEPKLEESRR
TRPC4 block – inhibitors of mouse TRPC4 channel, primary screen, Fluo4 calcium, HEK293 TRPC4beta/mu-opioid cells; Short transient receptor potential channel 4 (Mus musculus), Q9QUQ5; DAMGO-evoked Fluo4 calcium flux; stronger effect = lower value; B-score at 10 µM; hit rate 0.39% among 300,000;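 active = B-score over 3 SD under the library average, no early fluorescence shift, positive overall ratio signal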
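Assay system: TRPC4beta/mu-opioid receptor HEK293 cell line; compound dosing: single concentration per test compound; detection: Fluo4 Ca2+ flux fluorescence; evaluation: per-well B score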
TRPC4 act – activators of mouse TRPC4 channel, primary screen, Fluo4 calcium, HEK293 TRPC4beta/mu-opioid cells; Fluo4 calcium fluorescence; stronger effect = higher value; B-score at 10 µM; hit rate 0.49% among 310,000; AID 2237, 2010;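 active = B-score above 5 SD of library B-scores, and initial fluorescence ratio not above library mean plus 5 SD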;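 also: positive B-score marks a calcium rise read as TRPC4 activation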
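Assay system: HEK293 stable line with TRPC4beta plus mu-opioid receptor; schedule: 45 min room-temperature Fluo4 loading, 110 s read; technique: kinetic Fluo4 calcium fluorescence; evaluation: integrated baseline-normalised fluorescence ratio, converted to per-well B score; controls: buffer (low) and maximal DAMGO (high)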
MrgX1 antagonist – antagonists of human MrgX1 receptor, primary screen, HEK293 cells, Fluo-4 calcium flux; B-score at 10 µM; BAM8-22 antagonism; stronger effect = lower value; Mas-related G-protein coupled receptor member X1 (Homo sapiens), Q96LB2; hit rate 1.3% among 310,000; AID 588676, 2011;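 active = calcium-response B-score plate-corrected more than 3 library SD below zero, starting fluorescence within 5 deviations, no agonist response on first addition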;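 also: peak minus trough fluorescence over baseline after final BAM8-22 challenge near maximal dose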
TRPC4 potent – positive allosteric modulators of TRPC4, primary screen, cell-based, mouse TRPC4beta, HEK293 mu-opioid, Fluo-4 calcium; Short transient receptor potential channel 4 (Mus musculus), Q9QUQ5; hit rate 0.42% among 310,000; DAMGO EC20, Fluo-4 Ca2+ flux; stronger effect = higher value; B-score at 10 µM;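 active = B-score of calcium response area above 5 SD of library B-scores, with initial fluorescence ratio within 5 SD of library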;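 also: B-score of integrated fluorescence ratio over time as area under calcium response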
TRPC6 act – mouse TRPC6 channel activators, primary screen, cell-based, HEK293, membrane potential dye; Short transient receptor potential channel 6 (Mus musculus), Q61143; hit rate 0.13% among 310,000; AID 2550, 2010; B-score at 10 µM; HEK293-TRPC6 membrane potential dye fluorescence; stronger effect = higher value;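 active = B-score of the integrated fluorescence ratio above library mean plus 3 SD, and starting fluorescence ratio within library mean plus 5 SD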;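 also: higher score means more depolarization so channel activation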
TMEM16A inh – TMEM16A chloride channel inhibitors, primary screen, cell-based, HTS; Anoctamin-1 (Mus musculus), Q8BHY3; HEK293 TMEM16A/YFP iodide influx fluorescence, ionomycin; normalized B-score (activity score, 25-100; higher = stronger inhibition) at 10 µM; hit rate 1.2% among 310,000;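 active = ratio plate-corrected score three or more library SD toward inhibition, starting fluorescence score within five deviations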;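 also: score derived from kinetic fluorescence span divided by baseline fluorescence per well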
MrgX1 PAM – positive allosteric modulators of MrgX1, primary screen, HEK293 cells, Fluo-4 calcium flux | Mas-related G-protein coupled receptor member X1 (Homo sapiens), Q96LB2 | FDSS; stronger effect = higher value | B-score at 10 µM | hit rate 0.63% among 310,000 | AID 588675, 2011;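 active = plate-corrected calcium response at least 3 library SD above typical, normal starting fluorescence, not activating the receptor alone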;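 also: compound read alongside a low EC10 to EC30 dose of BAM8-22 agonist; peak minus trough fluorescence over baseline measured at the second addition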
SKKanGAS inh – S. pyogenes SKKanGAS growth inhibitors in kanamycin, primary screen, streptokinase expression inhibitor project, SKKanGAS strain, BacTiter-Glo luminescence; hit rate 1.3% among 300,000; 6 h; inhibition, % at 7.5 µM; AID 1662, 2009;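 active = mean replicate score, as percent of positive control median, at least 50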;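 also: strain carries kanamycin resistance gene driven by streptokinase promoter and grows in 40 µg/ml kanamycin; loss of luminescence reflects streptokinase promoter inhibition or plain growth inhibition; 0% = median of DMSO wells and 100% = positive control at its reference dose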
* hit, by the source's call. Not a hit list (roughly 6.7% active in at least one column).

`CCC(C)NC(=O)/C=C/c1ccc(S(=O)(=O)NCc2ccco2)cc1` (centres undefined) gave ANO1 activ inactive, MrgX1 ag inactive, TRPC6 inhibitor inactive, TRPC4 block inactive, TRPC4 act inactive, MrgX1 antagonist inactive, TRPC4 potent inactive, TRPC6 act inactive, TMEM16A inh inactive, MrgX1 PAM inactive and SKKanGAS inh 4.6.
Screening CNC(=O)Nc1cc(C(F)(F)F)cc(C(F)(F)F)c1 returned ANO1 activ inactive, MrgX1 ag inactive, TRPC6 inhibitor inactive, TRPC4 block inactive, TRPC4 act inactive, MrgX1 antagonist inactive, TRPC4 potent inactive, TRPC6 act inactive, TMEM16A inh inactive, MrgX1 PAM inactive and SKKanGAS inh -14.2.
Screening Cc1cccc(C)c1NC(=S)N1CCCCCC1 returned ANO1 activ inactive, MrgX1 ag inactive, TRPC6 inhibitor inactive, TRPC4 block inactive, TRPC4 act inactive, MrgX1 antagonist inactive, TRPC4 potent inactive, TRPC6 act inactive, TMEM16A inh inactive, MrgX1 PAM inactive and SKKanGAS inh 4.9.
COc1ccccc1CCNC(=O)c1cc(COc2cccc(C(F)(F)F)c2)on1 was read as ANO1 activ inactive, MrgX1 ag inactive, TRPC6 inhibitor inactive, TRPC4 block inactive, TRPC4 act inactive, MrgX1 antagonist inactive, TRPC4 potent inactive, TRPC6 act inactive, TMEM16A inh inactive, MrgX1 PAM inactive and SKKanGAS inh 12.2.
O=S(=O)(c1ccccc1)N1CCN(Cc2ccc(Cl)cc2)CC1 was read as ANO1 activ inactive, MrgX1 ag inactive, TRPC6 inhibitor inactive, TRPC4 block inactive, TRPC4 act inactive, MrgX1 antagonist inactive, TRPC4 potent inactive, TRPC6 act inactive, TMEM16A inh inactive, MrgX1 PAM inactive and SKKanGAS inh 0.7.
CCN(CC(=O)NC(C)(C)C)C(=O)c1ccccc1SCC(=O)NC1CCCCCCC1 was read as ANO1 activ inactive, MrgX1 ag inactive, TRPC6 inhibitor inactive, TRPC4 block inactive, TRPC4 act inactive, MrgX1 antagonist inactive, TRPC4 potent inactive, TRPC6 act inactive, TMEM16A inh inactive, MrgX1 PAM inactive and SKKanGAS inh -5.6.
`Cc1csc(NC(=O)CSc2ccc3nnc(-c4ccncc4)n3n2)n1` gave ANO1 activ inactive, MrgX1 ag inactive, TRPC6 inhibitor inactive, TRPC4 block inactive, TRPC4 act inactive, MrgX1 antagonist inactive, TRPC4 potent inactive, TRPC6 act inactive, TMEM16A inh inactive, MrgX1 PAM inactive and SKKanGAS inh -7.4.
`Cc1[nH]nc2c1C1(CCN(Cc3ccccc3)CC1)C(C#N)=C(N)O2` gave ANO1 activ inactive, MrgX1 ag inactive, TRPC6 inhibitor inactive, TRPC4 block inactive, TRPC4 act inactive, MrgX1 antagonist inactive, TRPC4 potent inactive, TRPC6 act inactive, TMEM16A inh inactive, MrgX1 PAM inactive and SKKanGAS inh 4.0.
For Cc1ccc(N(C(=O)c2csnn2)C(C(=O)NC2CCCC2)c2ccncc2)c(C)c1 (centres undefined) the results were ANO1 activ inactive, MrgX1 ag inactive, TRPC6 inhibitor inactive, TRPC4 block inactive, TRPC4 act inactive, MrgX1 antagonist inactive, TRPC4 potent inactive, TRPC6 act inactive, TMEM16A inh inactive, MrgX1 PAM inactive and SKKanGAS inh -2.5.
O=C(NCc1ccc2c(c1)OCO2)c1ccccc1Cl was read as ANO1 activ inactive, MrgX1 ag inactive, TRPC6 inhibitor inactive, TRPC4 block inactive, TRPC4 act inactive, MrgX1 antagonist inactive, TRPC4 potent inactive, TRPC6 act inactive, TMEM16A inh inactive, MrgX1 PAM inactive and SKKanGAS inh -8.7.
`O=C(CSC(=S)N1CCCC1)Nc1cc2c(cc1Br)OCCO2` gave ANO1 activ inactive, MrgX1 ag inactive, TRPC6 inhibitor inactive, TRPC4 block inactive, TRPC4 act inactive, MrgX1 antagonist inactive, TRPC4 potent inactive, TRPC6 act inactive, TMEM16A inh inactive, MrgX1 PAM inactive and SKKanGAS inh -4.7.
For OC(c1ccccc1)(c1ccccc1)c1ncc[nH]1 the results were ANO1 activ inactive, MrgX1 ag inactive, TRPC6 inhibitor inactive, TRPC4 block inactive, TRPC4 act inactive, MrgX1 antagonist inactive, TRPC4 potent inactive, TRPC6 act inactive, TMEM16A inh inactive, MrgX1 PAM inactive and SKKanGAS inh 1.5.
Screening CCOc1ccc(S(=O)(=O)n2cnc(C)c2)cc1 returned ANO1 activ inactive, MrgX1 ag inactive, TRPC6 inhibitor inactive, TRPC4 block inactive, TRPC4 act inactive, MrgX1 antagonist inactive, TRPC4 potent inactive, TRPC6 act inactive, TMEM16A inh inactive, MrgX1 PAM inactive and SKKanGAS inh 6.4.
NC(=NC(=O)c1ccc(OCC(F)(F)F)nc1)c1ccc(Cl)cc1 was read as ANO1 activ inactive, MrgX1 ag inactive, TRPC6 inhibitor inactive, TRPC4 block inactive, TRPC4 act inactive, MrgX1 antagonist inactive, TRPC4 potent inactive, TRPC6 act inactive, TMEM16A inh inactive, MrgX1 PAM inactive and SKKanGAS inh -2.8.
CCN(CC)S(=O)(=O)c1ccc(C(=O)Oc2coc(CSc3nc(C)cc(C)n3)cc2=O)cc1 was read as ANO1 activ inactive, MrgX1 ag inactive, TRPC6 inhibitor inactive, TRPC4 block inactive, TRPC4 act inactive, MrgX1 antagonist inactive, TRPC4 potent inactive, TRPC6 act inactive, TMEM16A inh inactive, MrgX1 PAM inactive and SKKanGAS inh 3.6.
For Cc1ccc(N=Cc2c(O)n(-c3nccs3)c(=O)c3ccccc23)cc1 the results were ANO1 activ inactive, MrgX1 ag inactive, TRPC6 inhibitor inactive, TRPC4 block inactive, TRPC4 act inactive, MrgX1 antagonist inactive, TRPC4 potent inactive, TRPC6 act inactive, TMEM16A inh inactive, MrgX1 PAM inactive and SKKanGAS inh -0.3.
Screening Cc1cccc(NC(=O)c2ccc(COc3ccccc3[N+](=O)[O-])o2)n1 returned ANO1 activ inactive, MrgX1 ag inactive, TRPC6 inhibitor inactive, TRPC4 block inactive, TRPC4 act inactive, MrgX1 antagonist inactive, TRPC4 potent inactive, TRPC6 act inactive, TMEM16A inh inactive, MrgX1 PAM inactive and SKKanGAS inh -9.5.
For CCN(CC(=O)NCc1cccs1)C(=O)c1ccc(OC)c(OC)c1 the results were ANO1 activ inactive, MrgX1 ag inactive, TRPC6 inhibitor inactive, TRPC4 block inactive, TRPC4 act inactive, MrgX1 antagonist inactive, TRPC4 potent inactive, TRPC6 act inactive, TMEM16A inh inactive, MrgX1 PAM inactive and SKKanGAS inh 3.1.
Screening Cc1ccc(Sc2ncnc3onc(C)c23)cc1 returned ANO1 activ inactive, MrgX1 ag inactive, TRPC6 inhibitor inactive, TRPC4 block inactive, TRPC4 act inactive, MrgX1 antagonist inactive, TRPC4 potent inactive, TRPC6 act inactive, TMEM16A inh inactive, MrgX1 PAM inactive and SKKanGAS inh -2.6.
Cc1cc(NS(=O)(=O)c2ccc(NC(=S)NC(=O)c3ccc(F)cc3Cl)cc2)no1 was read as ANO1 activ inactive, MrgX1 ag inactive, TRPC6 inhibitor inactive, TRPC4 block inactive, TRPC4 act inactive, MrgX1 antagonist inactive, TRPC4 potent inactive, TRPC6 act inactive, TMEM16A inh inactive, MrgX1 PAM inactive and SKKanGAS inh 14.9.
COc1ccccc1NC(=O)CSc1ncc(CO)n1Cc1ccc(F)cc1 was read as ANO1 activ inactive, MrgX1 ag inactive, TRPC6 inhibitor inactive, TRPC4 block inactive, TRPC4 act inactive, MrgX1 antagonist inactive, TRPC4 potent inactive, TRPC6 act inactive, TMEM16A inh inactive, MrgX1 PAM inactive and SKKanGAS inh 1.7.
For CC(C)(C)NC(=O)C(c1cccs1)N(C(=O)c1csnn1)c1ccccc1F (centres undefined) the results were ANO1 activ inactive, MrgX1 ag inactive, TRPC6 inhibitor inactive, TRPC4 block inactive, TRPC4 act inactive, MrgX1 antagonist inactive, TRPC4 potent inactive, TRPC6 act inactive, TMEM16A inh inactive, MrgX1 PAM inactive and SKKanGAS inh 4.1.
Screening COc1ccc(C(C)=O)cc1CN1C(=O)NC(c2ccccc2)(c2ccccc2)C1=O returned ANO1 activ inactive, MrgX1 ag inactive, TRPC6 inhibitor inactive, TRPC4 block inactive, TRPC4 act inactive, MrgX1 antagonist inactive, TRPC4 potent inactive, TRPC6 act inactive, TMEM16A inh inactive, MrgX1 PAM inactive and SKKanGAS inh -0.2.
`O=C1CC2(CCN(C(=O)c3cccc(Cl)c3)CC2)Oc2ccccc21` gave ANO1 activ inactive, MrgX1 ag inactive, TRPC6 inhibitor inactive, TRPC4 block inactive, TRPC4 act inactive, MrgX1 antagonist inactive, TRPC4 potent inactive, TRPC6 act inactive, TMEM16A inh inactive, MrgX1 PAM inactive and SKKanGAS inh -6.1.
For CCNC(=O)c1ccc(NC(=O)CC2SC(N3CCCC3)=NC2=O)cc1 (centres undefined) the results were ANO1 activ inactive, MrgX1 ag inactive, TRPC6 inhibitor inactive, TRPC4 block inactive, TRPC4 act inactive, MrgX1 antagonist inactive, TRPC4 potent inactive, TRPC6 act inactive, TMEM16A inh inactive, MrgX1 PAM inactive and SKKanGAS inh 1.1.
CCCC(=O)N1CCCC(c2nc(-c3cccc(OC)c3)no2)C1 (centres undefined) was read as ANO1 activ inactive, MrgX1 ag inactive, TRPC6 inhibitor inactive, TRPC4 block inactive, TRPC4 act inactive, MrgX1 antagonist inactive, TRPC4 potent inactive, TRPC6 act inactive, TMEM16A inh inactive, MrgX1 PAM inactive and SKKanGAS inh 2.8.
